LEDGF integ inh – blocks HIV-1 LEDGF/p75-dependent DNA integration; AID 743269; 370,000 tested, 0.64% active; TR-FRET IN-LEDGF/p75 DNA integration, Eu/Cy5; inhibition, % at 3.7 µM;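 active means inhibition above the screen-wide mean plus 3 SD, cut at about 13% in these data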;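 further: signal is the Cy5 over europium emission ratio at 671 and 618 nm; 0% = plate median of compound wells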
rCAG binder – r(CAG) repeat RNA binding; AID 651821; TO-PRO-1 dye displacement fluorescence; 370,000 tested, 1.3% active; inhibition, % at 3 µM;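 active means inhibition above the plate cutoff, the mean of all test compounds on that plate plus 3 SD, cut at about 35% in these data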;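 further: 0% = DMSO alone and 100% = 100 µM mitoxantrone as full dye displacement; higher means more dye released from RNA so lower well fluorescence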
ABHD4 inh – inhibits mouse alpha/beta hydrolase domain 4; Q8VD66; purified mABHD4, FP-Rh probe fluorescence polarization; inhibition, % at 8.92 µM; 370,000 tested, 0.54% active;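 active means inhibition exceeding the mean over every tested compound plus 3 SD, cut at about 30% in these data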;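 further: 0% = plate median of compound wells and 100% = S159A mutant with DMSO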
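system = mouse ABHD4 enzyme, wild type | medium = HEPES pH 7.0, NaCl, Pluronic buffer | also added = FP-Rh probe | incubation = Enzyme–compound pre-incubation 45 min, then probe 60 min, both 25 °C | technique = fluorescence polarization, excitation 525 nm, emission 598 nm, BODIPY TMR filters | controls = S159A mutant high control, sample median low control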
TCR-CD3 inh – inhibitors of human TCR-CD3 interaction; inhibition, % at 9.4 µM; 360,000 tested, 0.37% active; TAMRA-labeled TCR probe fluorescence, biochemical; in the data active means inhibition above about 19%;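 further: recombinant mutant TCR 2C K166C tagged with TAMRA read by polarization; 0% = receptor in buffer alone and 100% = receptor with positive control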
SIAE inh – human SIAE inhibition, primary screen; Q9HAT2; SIAE FP-Rh probe binding, fluorescence polarization; inhibition, % at 9.66 µM; 370,000 tested, 0.69% active; AID 1053197;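 active means inhibition above a cutoff: mean of compounds within the control limits plus 3 SD of those, cut at about 17% in these data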;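 further: 0% = plate median of compound wells and 100% = probe without SIAE protein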
Target sequence (Q9HAT2 whole entry, looked up): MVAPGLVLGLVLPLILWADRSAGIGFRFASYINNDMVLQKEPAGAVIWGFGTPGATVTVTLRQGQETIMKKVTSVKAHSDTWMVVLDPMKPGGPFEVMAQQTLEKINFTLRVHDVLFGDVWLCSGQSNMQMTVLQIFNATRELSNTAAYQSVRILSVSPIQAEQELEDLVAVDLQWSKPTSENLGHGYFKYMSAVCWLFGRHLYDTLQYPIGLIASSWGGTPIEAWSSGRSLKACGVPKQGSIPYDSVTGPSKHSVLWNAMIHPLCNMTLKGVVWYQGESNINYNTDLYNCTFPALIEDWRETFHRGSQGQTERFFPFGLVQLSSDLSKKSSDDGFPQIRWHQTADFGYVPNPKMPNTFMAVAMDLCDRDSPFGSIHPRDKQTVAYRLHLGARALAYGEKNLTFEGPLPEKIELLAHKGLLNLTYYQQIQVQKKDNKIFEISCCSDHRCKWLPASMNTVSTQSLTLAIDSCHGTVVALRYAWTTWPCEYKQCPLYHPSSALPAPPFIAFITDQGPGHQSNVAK
HTRA1 inhibitor – inhibitors of human serine peptidase HTRA1. Q92743. recombinant HTRA1, FP-rhodamine activity-based probe, fluorescence polarization. inhibition, % at 5.96 µM. 340,000 tested, 0.5% active. AID 504803; in the data active means inhibition above about 36%;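 further: 0% = enzyme with DMSO and 100% = wells lacking enzyme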
PG9 binder – PG9 antibody binding by small molecule. TR-FRET gp120-PG9 antibody binding. inhibition, % at 6.7 µM. 360,000 tested, 0.43% active; in the data active means inhibition above about 8.5%
TDP2 inh – blocks human TDP2 phosphodiesterase activity; O95551; recombinant TDP2, T5PNP hydrolysis, p-nitrophenol absorbance 415 nm; inhibition, % at 12.8 µM; 370,000 tested, 0.34% active;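 active means inhibition above the mean of all tested compounds plus 3 SD, set per campaign, cut at about 25% in these data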;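 further: 0% = DMSO with enzyme and 100% = buffer with substrate but no TDP2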
Target sequence (O95551 whole entry, looked up): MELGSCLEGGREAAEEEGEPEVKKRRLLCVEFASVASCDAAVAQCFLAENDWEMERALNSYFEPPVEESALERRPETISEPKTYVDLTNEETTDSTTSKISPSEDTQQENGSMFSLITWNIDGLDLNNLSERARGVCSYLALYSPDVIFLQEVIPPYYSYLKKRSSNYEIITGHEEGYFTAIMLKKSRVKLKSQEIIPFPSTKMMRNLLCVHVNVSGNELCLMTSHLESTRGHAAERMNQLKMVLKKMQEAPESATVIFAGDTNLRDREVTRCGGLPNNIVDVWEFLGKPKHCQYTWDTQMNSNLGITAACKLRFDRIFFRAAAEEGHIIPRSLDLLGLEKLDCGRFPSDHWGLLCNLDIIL
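System – recombinant human TDP2 · Quantity – TDP2 enzyme at 120 nM final · Doses – single concentration, 12.8 µM nominal, with 1% DMSO · Incubation – 2 h at 37 °C · Measured by – epi absorbance of p-nitrophenol freed from T5PNP by hydrolysis · Read-out – % inhibition relative to enzyme-containing and enzyme-free wells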
PRMT1 FP inh – PRMT1 (human) inhibition, primary screen; Q99873; recombinant PRMT1, activity-based probe fluorescence polarization; inhibition, % at 2.79 µM; 370,000 tested, 1.3% active;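 active means inhibition above about 21% made by adding two undisclosed values, limit read from the data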
Rev-erbA mod – Rev-erb alpha (human) modulation; Rev-erbα–FITC-DNA binding, fluorescence polarization, 90 min; activity, % at 10 µM; 370,000 tested, 0.79% active; AID 1259318;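 active means activity above about 14%, limit read from the data; passing the limit was not always enough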;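 further: 0% = DMSO wells with 35 nM protein and 100% = DMSO wells with 750 nM protein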
* = called active by the depositor; . = not tested or not shown.

SMILES	LEDGF integ inh	rCAG binder	ABHD4 inh	TCR-CD3 inh	SIAE inh	HTRA1 inhibitor	PG9 binder	TDP2 inh	PRMT1 FP inh	Rev-erbA mod
COc1ccc(C(=O)NCCSCc2ccco2)cc1OC	1	-1	0	1	3	-3	-0.8	1	-1	-3
O=C(NCc1cccnc1)c1cc(C2CCCCN2C(=O)OCCF)on1 (configuration not stated)	5	3	2	-5	4	.	0.7	-10	-3	-8
CCCCn1c(N)c(N(CCC)C(=O)C2CCCC2)c(=O)[nH]c1=O	-7	-1	-1	-3	5	-3	0.2	5	1	4
COc1ccccc1C(=O)C1CCCN(C(=O)Nc2ccccc2F)C1 (configuration not stated)	0	-4	-2	0	2	-3	-1.1	11	-4	1
CNC(=O)c1ccsc1NC(=O)c1ccc2c(c1)CCCC2	-3	9	-54	3	-46	-91	-1.1	-2	0	0
CCCCCC(=O)NC1CCCCN(C)C1=O (configuration not stated)	6	2	-4	-3	4	.	0.9	0	-5	-1
CC[C@]12c3[nH]c4ccc(Cl)cc4c3CCN1C(=O)[C@@H](CC(=O)NCc1cccc(C(F)(F)F)c1)C[C@@H]2C(=O)N1CCN(C(=O)c2ccco2)CC1	-3	9	4	-3	4	-37	2.0	6	3	9
Cc1cc(C(=O)OCC(=O)N2CC(=O)Nc3ccccc32)c(C)n1-c1ccccc1	1	-2	-2	3	-1	-13	0.4	4	-3	-3
CCN(CC)CCC(=O)Nc1cccc2c1C(=O)c1ccccc1C2=O	4	8	11	-11	-5	.	-1.0	-4	2	7
O=C(CSc1ccccc1)N1CCCC(Nc2ccccc2)C1 (configuration not stated)	-1	-4	1	-4	9	4	2.3	3	1	2
COc1cc(CNC[C@H]2O[C@@H](n3cc(C)c(=O)[nH]c3=O)C[C@@H]2O)ccc1OCc1cccc(Cl)c1	1	3	2	5	-4	4	-0.3	3	-1	8
Cc1nc2nc(CSc3ccc(Cl)cc3)cc(=O)n2[nH]1	3	1	-10	-16	-2	2	0.0	10	0	-3
CCc1cc(C(=O)N2CCN(c3ncc(C(F)(F)F)cc3Cl)CC2)sc1C	1	-3	-15	6	-2	-36	-0.1	5	1	-2
Cc1oc2ccc(NS(=O)(=O)c3ccc(F)cc3)cc2c1C(=O)O	4	2	-7	5	1	1	-1.2	8	1	-2
O=C(NCc1cccc(CNC(=O)C(=O)NCC2CCCO2)c1)C(=O)NCC1CCCO1 (configuration not stated)	-2	-3	-3	2	-6	.	1.5	-6	2	-2
COc1cccc(CSc2nnc(-c3ccc(F)cc3)o2)c1	4	-3	-15	1	6	-18	-1.8	-6	-2	3
C=CCOC(=O)C(C#N)c1nc2ccccc2nc1N1CCC(C(=O)OCC)CC1 (configuration not stated)	0	-2	1	6	-1	-10	0.5	-2	-2	3
CN(C)CCCN(Cc1ccccc1)C(=S)Nc1ccc(SC(F)F)cc1	-2	-5	1	-1	2	4	-2.4	5	-1	0
CSc1ncccc1C(=O)OCC(=O)NC(C)CCc1ccccc1 (configuration not stated)	2	1	-14	0	0	0	0.7	-17	7	1
Cc1cc2oc(=O)cc(CN(C)Cc3ccccc3)c2cc1C	1	-1	0	-3	-1	.	-2.9	-6	-3	3
CC(C)(C)n1nnnc1C(c1cccnc1)N1CCN(c2ccccn2)CC1 (configuration not stated)	-7	0	3	2	-4	-5	1.2	3	1	0
CCCCN1C2=NC(c3ccccc3)CN2c2ccccc21 (configuration not stated)	5	8	-1	0	13	1	0.2	1	-5	2
Cc1c(NC(=O)c2cc3ccccc3o2)c(=O)n(-c2ccccc2)n1C	-1	-1	0	-4	6	5	-0.8	-4	-4	-1
COc1ccc(C2=NOC(C)(c3nnc(-c4ccc(Cl)cc4)o3)C2)cc1 (configuration not stated)	0	0	-7	34*	5	-15	-2.4	9	-1	2
Cc1ccc(OCc2nnc(SCC(=O)Nc3ccc4c(c3)OCCO4)n2Cc2ccco2)cc1	1	-1	-8	4	2	-20	1.3	-1	2	0
O=C(O)CSc1cc(NS(=O)(=O)c2ccc(Br)cc2)c2ccccc2c1O	25*	39*	49*	-5	13	46*	-2.4	70*	57*	-1
COC(=O)C1C(=O)c2c([nH]c(C(=O)OC3CCCCCC3)c2C)CC1C (configuration not stated)	-2	0	11	-3	-4	-9	2.0	7	4	1
O=C(O)c1ccc([N+](=O)[O-])nc1	0	3	3	3	-3	1	-0.2	7	-1	-1
Cc1cc(C)n2cc(CSc3nc4cc(Cl)ccc4o3)nc2n1	-2	2	-7	6	2	-6	-0.5	-4	0	-1
O=C(O)CNC(=S)N(Cc1ccccc1Cl)C1CCCC1	-4	2	-10	0	-9	3	-0.6	-20	9	-5
COc1ccc(-n2c(=O)[nH]cc(C(=O)N3CCc4ccccc43)c2=O)cc1	0	3	3	-1	-6	4	-0.7	2	1	-7
O=C1c2ccccc2C(c2nnnn2-c2ccc3c(c2)OCCO3)N1CCc1ccccc1F (configuration not stated)	1	2	2	4	9	.	0.0	4	3	6
Cc1cc(NS(=O)(=O)c2ccc(NC(=O)CCc3ccccc3)cc2)no1	0	6	-3	-1	-1	-2	-1.0	-8	0	4
CCOC(=O)[C@@]12CCCC=C1N(CCc1ccc(Cl)cc1)C(=O)[C@H]2CC(=O)N1CCN(C(=O)c2ccco2)CC1	4	8	-2	.	7	.	.	1	-1	-9
CC(=O)Nc1ccc(C(=O)NCCCSc2ccccc2)cc1	2	-4	-8	6	1	1	-0.3	2	-2	0
COc1ccc(NC(=O)C2=CC(c3ccc(C)cc3)=NS(=O)(=O)N2C)cc1OC	0	3	3	5	7	-7	0.4	-9	0	1
Cc1ccccc1-c1ccc2c(c1)O[C@@H](CN(C)Cc1ccc(C(=O)O)cc1)[C@@H](C)CN([C@H](C)CO)S2(=O)=O	8	51*	4	1	-2	-4	0.3	5	-2	-4
Cc1cccc(-c2noc(CN(C(=O)c3c(-c4ccccc4Cl)noc3C)C(C)C)n2)c1	-1	3	-5	8	-3	-52	-1.8	2	-6	1
Cc1cc(C)cc(NC(=O)CN2C(=O)COc3ccc(S(=O)(=O)N4CCCC4)cc32)c1	-4	0	-8	-17	6	-5	1.4	1	3	0
COC(=O)CSc1nnc(C)n1-c1cccc(C#N)c1	5	1	0	3	2	1	-2.3	1	2	5
Oc1ccc(/C=N/n2c(-c3ccccc3)n[nH]c2=S)cc1Br	-3	9	-2	-2	-1	0	-0.9	-7	9	1
O=C(CCCc1nc(-c2ccc(Cl)cc2)no1)NC1CCCC1	2	-6	-5	6	3	-10	-1.2	8	1	1
CC(SCc1ccccc1)C(=O)NN=C1CCN(C)CC1 (configuration not stated)	0	-6	0	-2	5	-10	-0.4	2	-1	2
O=C(CN1C(=O)c2ccccc2S1(=O)=O)N1CCCCC1	4	0	3	5	1	1	-2.1	-4	-3	12
COc1cccc(NC(=O)C2CC2)c1	2	4	-17	-1	-9	-3	0.5	-14	2	-1
CSc1ccc(/C=N/n2nnnc2N)cc1	-1	2	3	5	0	3	-0.2	10	0	-1
O=C(NCCc1cn2ccccc2n1)c1cc(COc2ccc3ncccc3c2)on1	-1	-4	5	0	1	-4	0.5	5	0	-5
COC(=O)C1CN(Cc2cn(Cc3ccc(C)cc3)nn2)CCS(=O)(=O)N1Cc1ccccc1 (configuration not stated)	4	-1	2	.	-9	.	.	-10	-7	5
O=C(CSc1ccccc1)Nc1ccc(N2CCOCC2)c(F)c1	-1	-5	1	-5	18*	8	-0.9	0	3	-4
C=CCn1c(COc2ccccc2F)nnc1SCC(=O)NC(=O)NCc1ccco1	0	-3	10	-3	-3	-12	1.1	13	1	-10
Cn1c(/C(C#N)=C/c2cccc(O)c2)nc2ccccc21	-2	0	1	2	9	4	-0.2	-2	0	-4
COC(=O)c1c(NC(=O)c2ccccc2)sc(Cc2ccccc2)c1C	-3	15	-3	3	-4	-2	-1.9	-1	-1	2
COc1ccc(NC(=O)c2cc(C3CC3)nc3c2cnn3C(C)C)cc1OC	1	4	-3	-4	9	-12	-3.1	11	1	0
COc1ccc([C@H]2CC(=O)C=C(c3cc(F)ccc3OC)C2)cc1	-1	-5	-14	6	5	-30	-0.8	3	0	-1
Cc1nn(C(C)C(=O)O)c(C)c1[N+](=O)[O-] (configuration not stated)	0	2	7	-10	3	4	-2.3	4	1	-5
Cc1ccc([C@H]2C(C(=O)O)=CC[C@@H](c3ccc(C)cc3)N2S(=O)(=O)c2ccc(C)cc2)cc1	3	76*	5	-5	-2	-17	0.1	-1	3	-4
COc1ccccc1CNC(=O)Cn1c(=O)oc2cc(S(=O)(=O)N3CCCC3)ccc21	2	5	0	-4	6	-2	0.7	6	1	3
NS(=O)(=O)c1ccc(NC(=S)NNC(=O)c2cccs2)cc1	4	-2	6	6	5	.	-1.9	4	1	0
CCCCNC(=O)CSc1nnc(-c2ccc(S(=O)(=O)N3CCCC3)cc2)n1C	3	-3	-4	3	0	3	0.5	9	2	-7
O=C1[C@H]2[C@H](ON3CCCC[C@H]23)C(=O)N1c1cccc(C(F)(F)F)c1	-2	-1	-1	9	5	7	-2.2	6	0	-1

Full records, quoted from the list. Screens in order: LEDGF integ inh, rCAG binder, ABHD4 inh, TCR-CD3 inh, SIAE inh, HTRA1 inhibitor, PG9 binder, TDP2 inh, PRMT1 FP inh, Rev-erbA mod
Cc1cc(C)cc(NC(=O)CN2C(=O)COc3ccc(S(=O)(=O)N4CCCC4)cc32)c1 is listed as -4, 0, -8, -17, 6, -5, 1.4, 1, 3, 0
Cn1c(/C(C#N)=C/c2cccc(O)c2)nc2ccccc21 is listed as -2, 0, 1, 2, 9, 4, -0.2, -2, 0, -4
CCN(CC)CCC(=O)Nc1cccc2c1C(=O)c1ccccc1C2=O is listed as 4, 8, 11, -11, -5, ., -1.0, -4, 2, 7
Cc1ccccc1-c1ccc2c(c1)O[C@@H](CN(C)Cc1ccc(C(=O)O)cc1)[C@@H](C)CN([C@H](C)CO)S2(=O)=O is listed as 8, 51*, 4, 1, -2, -4, 0.3, 5, -2, -4
CCCCNC(=O)CSc1nnc(-c2ccc(S(=O)(=O)N3CCCC3)cc2)n1C is listed as 3, -3, -4, 3, 0, 3, 0.5, 9, 2, -7

Continuation:
SMILES	LEDGF integ inh	rCAG binder	ABHD4 inh	TCR-CD3 inh	SIAE inh	HTRA1 inhibitor	PG9 binder	TDP2 inh	PRMT1 FP inh	Rev-erbA mod
O=C(CN1C(=O)S/C(=C\c2ccccn2)C1=O)Nc1ccccc1	-3	2	-3	4	-12	-5	-1.6	9	-1	-8
COc1cccc(C(C(=O)NC(C)(C)C)N(C(=O)CCC(=O)Nc2cc(C)on2)c2ccc3c(c2)OCCO3)c1OC (configuration not stated)	3	3	3	-11	9	1	1.3	-4	2	-4
COc1ccc(Nc2ccccc2NC(=O)c2ccccc2Br)cc1	-5	1	-6	1	2	-8	-2.7	1	2	7
CCCCCC1CCC(c2n[nH]c(=S)n2C)CC1 (configuration not stated)	-1	-4	-2	2	7	-1	1.2	-14	8	6
CC(=O)Nc1ccc(C(=O)n2nc(C)cc2C)cc1	2	1	2	4	8	5	-1.8	-6	-2	4

Source: PubChem BioAssay

The list is partial; rates above refer to the full screens.
